Screens (PubChem)
pPAFAH FP inh = pPAFAH (human) enzyme inhibition. recombinant pPAFAH, FP-rhodamine probe fluorescence polarization. Q13093. actives 1.5% (n = 330,000). inhibition, % at 3.39 µM. AID 463082;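 active = inhibition above the mean inhibition across the screen plus 3 SD, cut at about 25% in these data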;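 also: inhibitors block binding of the rhodamine activity-based probe so polarization drops; 0% = enzyme with DMSO and 100% = wells lacking pPAFAH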
PME-1 primary = blocks human protein phosphatase methylesterase 1 | Q9Y570 | recombinant PME-1, FP-Rh probe fluorescence polarization | inhibition, % at 5.9 µM | actives 0.53% (n = 320,000);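 active = inhibition above the campaign mean of all compounds plus 3 SD, cut at about 26% in these data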;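 also: competitive labeling of PME-1 active site by serine hydrolase directed probe; 0% = PME-1 with DMSO and 100% = wells lacking PME-1 enzyme; inhibitors block probe labeling so polarization falls and inhibition rises; many of its hits are not listed in these tables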
LYPLA2 counter = blocks human lysophospholipase 2, a PME1 counter-screen | recombinant LYPLA2, FP-Rh probe fluorescence polarization | O95372 | actives 0.38% (n = 320,000) | inhibition, % at 5.9 µM;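 active = inhibition above the screen-wide mean plus 3 SD, limit set per campaign, cut at about 26% in these data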;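 also: 0% = LYPLA2 with DMSO and 100% = wells lacking LYPLA2 enzyme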
Target sequence (O95372 whole entry, looked up): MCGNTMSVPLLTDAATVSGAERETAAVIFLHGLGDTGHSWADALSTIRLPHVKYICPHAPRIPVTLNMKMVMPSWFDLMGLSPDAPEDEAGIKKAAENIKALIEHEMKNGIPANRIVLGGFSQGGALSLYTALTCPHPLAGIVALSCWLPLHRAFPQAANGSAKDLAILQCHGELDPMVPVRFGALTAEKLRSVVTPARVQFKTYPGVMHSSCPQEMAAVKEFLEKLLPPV
PAFAH1B2 inh = blocks human PAF acetylhydrolase 1b catalytic subunit 2; AID 492953; recombinant PAFAH1B2, FP-rhodamine activity probe, fluorescence polarization; inhibition, % at 3.39 µM; actives 1.2% (n = 340,000); P68402;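 active = inhibition above the mean of all tested compounds plus 3 SD, cut at about 24% in these data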;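 also: 0% = enzyme with DMSO and 100% = wells lacking PAFAH1B2; many of its hits are not listed in these tables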
Target sequence (P68402 whole entry, looked up): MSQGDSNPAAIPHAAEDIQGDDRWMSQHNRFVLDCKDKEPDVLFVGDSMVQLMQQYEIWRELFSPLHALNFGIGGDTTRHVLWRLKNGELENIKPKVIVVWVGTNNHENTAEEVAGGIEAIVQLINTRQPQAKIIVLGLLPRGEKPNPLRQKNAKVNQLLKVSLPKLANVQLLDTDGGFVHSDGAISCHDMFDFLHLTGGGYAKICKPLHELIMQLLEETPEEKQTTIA
PAFAH1B3 inh = blocks human PAF acetylhydrolase 1B catalytic subunit 3 | inhibition, % at 3.39 µM | Q15102 | AID 492972 | recombinant PAFAH1B3, FP-rhodamine probe, fluorescence polarization | actives 0.28% (n = 340,000);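 active = inhibition above the screen-wide average of all tested compounds plus 3 SD, cut at about 25% in these data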;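 also: 0% = enzyme with DMSO only and 100% = wells lacking PAFAH1B3 protein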
Target sequence (Q15102 whole entry, looked up): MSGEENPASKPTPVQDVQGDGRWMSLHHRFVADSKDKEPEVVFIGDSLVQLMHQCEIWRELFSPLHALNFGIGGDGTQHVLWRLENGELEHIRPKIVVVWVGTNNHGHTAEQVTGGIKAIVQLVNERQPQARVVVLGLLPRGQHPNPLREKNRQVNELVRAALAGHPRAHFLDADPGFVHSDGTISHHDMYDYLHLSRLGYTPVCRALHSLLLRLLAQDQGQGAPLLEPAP
GSTO1 inh = blocks human GSTO1 in RBBP9 counter-screen; P78417; recombinant GSTO1, activity-based probe fluorescence polarization; inhibition, % at 5.96 µM; actives 1.1% (n = 300,000); AID 1974;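 active = inhibition above the campaign mean inhibition plus 3 SD, cut at about 35% in these data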;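 also: 0% = GSTO1-1 with DMSO and 100% = wells lacking GSTO1-1 enzyme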
LYPLA1 counter = blocks human lysophospholipase 1, a PME1 counter-screen; inhibition, % at 5.9 µM; recombinant LYPLA1, FP-Rh probe fluorescence polarization; actives 0.16% (n = 320,000);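 active = inhibition above the mean of all tested compounds plus 3 SD, set per campaign, cut at about 14% in these data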;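 also: inhibitors block serine hydrolase probe labeling of LYPLA1 so polarization falls; 0% = enzyme with DMSO and 100% = wells lacking LYPLA1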
Target sequence (O75608 whole entry, looked up): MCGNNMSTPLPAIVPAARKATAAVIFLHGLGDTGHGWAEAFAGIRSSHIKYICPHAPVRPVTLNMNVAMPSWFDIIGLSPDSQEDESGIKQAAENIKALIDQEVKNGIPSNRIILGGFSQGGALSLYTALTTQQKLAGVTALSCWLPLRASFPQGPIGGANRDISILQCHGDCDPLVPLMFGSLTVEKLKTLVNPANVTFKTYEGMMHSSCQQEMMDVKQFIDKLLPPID
PREPL inhibitor = human PREPL enzyme inhibition. Q4J6C6. recombinant PREPL, fluorescence polarization activity-based probe. inhibition, % at 5.96 µM. actives 0.68% (n = 320,000). AID 2751; in the data active = inhibition above about 43%;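 also: 0% = enzyme with DMSO and 100% = wells lacking enzyme; many of its hits are not listed in these tables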
PAD4 inh = PAD4 (human) enzyme inhibition | Q9UM07 | recombinant PAD4, RCA probe fluorescence polarization | inhibition, % at 6.36 µM | actives 0.41% (n = 330,000) | AID 485272;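 active = percent inhibition above a cutoff equal to the mean of all tested compounds plus 3 SD, cut at about 15% in these data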;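 also: 0% = PAD4 with RCA probe and DMSO and 100% = probe without PAD4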
* hit, by the source's call; x = not tested or not shown. A portion of the library, so the mix of outcomes need not match the whole.

The first 3 records, ahead of the listing:
SMILES	pPAFAH FP inh	PME-1 primary	LYPLA2 counter	PAFAH1B2 inh	PAFAH1B3 inh	GSTO1 inh	LYPLA1 counter	PREPL inhibitor	PAD4 inh
CC(C)CC(C(=O)O)N1C(=O)C2C3C=CC(C2C1=O)C1C(=O)N(C(CC(C)C)C(=O)O)C(=O)C31 (configuration not stated)	2	-2	5	-2	4	-3	5	1	-1
C=C(C)CN(CC)C(=O)CCc1nnc(CCc2c[nH]c3ccccc23)o1	-1	-1	-3	0	-5	-9	2	5	-3
Cc1ccc(C(=O)NC(Cc2c[nH]c3ccccc23)C(=O)O)o1 (configuration not stated)	-6	-6	-9	1	6	6	0	12	-8

The list itself, repeating the preview:
SMILES	pPAFAH FP inh	PME-1 primary	LYPLA2 counter	PAFAH1B2 inh	PAFAH1B3 inh	GSTO1 inh	LYPLA1 counter	PREPL inhibitor	PAD4 inh
CC(C)CC(C(=O)O)N1C(=O)C2C3C=CC(C2C1=O)C1C(=O)N(C(CC(C)C)C(=O)O)C(=O)C31 (configuration not stated)	2	-2	5	-2	4	-3	5	1	-1
C=C(C)CN(CC)C(=O)CCc1nnc(CCc2c[nH]c3ccccc23)o1	-1	-1	-3	0	-5	-9	2	5	-3
Cc1ccc(C(=O)NC(Cc2c[nH]c3ccccc23)C(=O)O)o1 (configuration not stated)	-6	-6	-9	1	6	6	0	12	-8
COc1ccc(NC(=O)c2sc3nc(C)nc(N4CCOCC4)c3c2C)c(OC)c1	-3	-3	3	0	-1	-4	1	17	0
Cc1cccc(N2CCN(C(=O)CCS(=O)(=O)c3ccc4c(c3)NC(=O)CO4)CC2)c1C	5	0	7	-1	4	1	0	-19	0
Cc1ccc(NC(=S)NNC(=O)c2c([N+](=O)[O-])c(C)nn2C)cc1	4	-2	1	4	7	10	0	25	0
CC(=O)NCCc1ccc(S(=O)(=O)NC2OC(=O)c3ccccc32)cc1 (configuration not stated)	5	10	0	2	-1	-3	0	2	-2
CCC(=O)Nc1ccc(C(=O)CSc2nnc(-c3ccc(NS(C)(=O)=O)cc3)n2C)cc1OC	4	2	0	2	14	5	2	15	3
Cc1cccc(Cn2c(=O)c3c(nc4n3CCCN4Cc3ccccc3)n(C)c2=O)c1	5	9	-3	0	8	3	0	25	0
CC(=O)Nc1nnc(SCC(=O)NC2CC2)s1	-2	1	-6	3	-2	3	-1	-8	-2
Nc1c(C(=O)Nc2nc3ccccc3s2)sc2nc(-c3cccs3)ccc12	50*	34*	-6	9	6	9	-13	10	3
O=C1CC(=O)N(c2ccccc2)N1c1ccccc1	11	-1	1	2	-4	2	1	2	-7
Cc1c(CBr)[n+](=O)c2c(n1[O-])C(Br)CCC2Br (configuration not stated)	6	2	8	2	11	-3	8	-12	-2
CCN(CCCNC(=O)CCc1nc(-c2ccc(C)cc2)no1)c1cccc(C)c1	13	6	-6	13	-1	10	-3	16	1
CC(=O)N1CCN(c2ccc(NC(=O)c3ccc([N+](=O)[O-])cc3)cc2)CC1	9	3	1	-2	10	0	4	10	0
O=C(Oc1cc(=O)oc2c1c(=O)n1c3c(cccc23)CC1)c1ccc(F)cc1	4	2	3	x	x	15	0	-4	1
CC1C(C#N)=C(N)OC2=C1C(=O)CC(C)(C)C2 (configuration not stated)	-10	-2	-2	1	3	0	-5	3	-2
O=C(CSc1nnc(-c2ccc(Cl)cc2Cl)n1C1CCCCC1)NC1CCS(=O)(=O)C1 (configuration not stated)	-5	1	-3	8	-2	45*	-1	1	-12
CCNS(=O)(=O)c1ccc(NC(=O)Nc2cccc(OC)c2)cc1	5	-15	-8	-3	5	-8	-8	-2	-4
CC(=O)Nc1ccc(S(=O)(=O)NC(C)C(=O)NC(C)c2ccccc2)cc1 (configuration not stated)	-3	5	3	-1	-1	1	2	3	12

Complete entries as entered above. Order of screens: pPAFAH FP inh, PME-1 primary, LYPLA2 counter, PAFAH1B2 inh, PAFAH1B3 inh, GSTO1 inh, LYPLA1 counter, PREPL inhibitor, PAD4 inh
Record of O=C(CSc1nnc(-c2ccc(Cl)cc2Cl)n1C1CCCCC1)NC1CCS(=O)(=O)C1 (configuration not stated) = -5, 1, -3, 8, -2, 45*, -1, 1, -12
Record of C=C(C)CN(CC)C(=O)CCc1nnc(CCc2c[nH]c3ccccc23)o1 = -1, -1, -3, 0, -5, -9, 2, 5, -3
Record of CC(=O)NCCc1ccc(S(=O)(=O)NC2OC(=O)c3ccccc32)cc1 (configuration not stated) = 5, 10, 0, 2, -1, -3, 0, 2, -2
Record of CCC(=O)Nc1ccc(C(=O)CSc2nnc(-c3ccc(NS(C)(=O)=O)cc3)n2C)cc1OC = 4, 2, 0, 2, 14, 5, 2, 15, 3

Remaining list, next part:
SMILES	pPAFAH FP inh	PME-1 primary	LYPLA2 counter	PAFAH1B2 inh	PAFAH1B3 inh	GSTO1 inh	LYPLA1 counter	PREPL inhibitor	PAD4 inh
CCc1nnc(NC(=O)CN2CCN(Cc3cccc(F)c3)CC2)s1	2	4	9	-3	0	2	-3	21	-1
COc1ccc(NC(=O)CSc2nccn2-c2cccc(OC)c2)cc1	4	-2	-1	5	-1	3	-4	17	-4
O=C(O)c1csc(-c2ccc(Cl)cc2)n1	2	3	3	3	6	-2	2	22	-1
CCC(=O)c1ccc(OCC(=O)O)c(OC)c1	5	0	3	5	8	7	1	0	0
CC[C@@H]1CCCCc2ccccc2[C@H](C(=O)C[C@H](O)CC(C)=O)OC1=O	0	x	x	4	1	x	x	1	1
CNC(=S)N(CCO)Cc1cc2cc3c(cc2[nH]c1=O)OCO3	5	1	-4	1	2	4	-5	5	1
Cc1ccccc1C(=O)OCCN1CCOCC1	2	-2	-3	2	1	7	-3	0	-3
CN1CCN(S(=O)(=O)c2ccc(-c3ccccc3)cc2)CC1	-1	-5	-2	8	-4	10	-2	-24	-5
COc1cc(C2Nc3ccccc3C(=O)N2c2ccc3c(c2)OCCO3)ccc1OCC(C)C (configuration not stated)	8	0	8	-3	3	7	1	15	-1
Cc1onc(-c2ccccc2)c1C(=O)NCCc1c[nH]c2ccccc12	12	2	5	2	5	1	2	11	-1
CC(C)C(=O)Nc1nnc(-c2ccccc2)o1	4	0	6	6	4	5	2	0	3
CC/C(=N\NC(=S)Nc1cc(C)ccc1C)c1ccc(OC(F)F)cc1	5	4	4	7	5	27	2	11	-5
NC(=O)c1ccsc1NC(=O)CCS(=O)(=O)c1ccc(F)cc1	4	4	7	1	9	10	-1	-2	-3
O=C(CCc1nnc2ccc(N3CCOCC3)nn12)Nc1ccc(F)cc1F	3	0	-6	1	10	-2	2	-1	3
CS(=O)(=O)Nc1cccc(-c2cn3ccccc3n2)c1	4	-8	5	2	11	-3	1	7	-7
Cc1cc(C)c(S(C)(=O)=O)c(NN)n1	0	-4	-4	2	1	0	2	17	-2
COc1cc(/C=C/C(=O)OCC(=O)c2c(N)n(C)c(=O)n(C)c2=O)ccc1OCC#N	6	0	10	0	8	-15	0	-11	2
COc1ccc(C2C(C#N)=C(N)Oc3cc(O)ccc32)cc1OC (configuration not stated)	2	0	-3	6	0	-1	-2	-1	2
CCN(c1ccccc1)S(=O)(=O)c1ccc(N2CCN(c3ccc(O)cc3)CC2)nc1	21	x	x	15	8	x	x	11	-8
Cc1ccc(CN2CCN(/N=C/c3cc(Br)cc(Br)c3O)CC2)c(C)c1	-1	-5	-10	-3	6	1	0	5	-7
O=C(NCCCO)Nc1ccc2nc(-c3ccco3)c(-c3ccco3)nc2c1	62*	9	4	x	x	66*	-8	28	7
CCOC(=O)/C(C#N)=C\C1=C(N2CCCC2)CC(C)(CC)OC1 (configuration not stated)	5	7	0	2	13	-2	1	8	4
CC(=O)NCCn1c(SCC(=O)NCCC(C)C)nc2ccccc2c1=O	2	5	1	3	2	-7	2	10	-6
COc1cccc(NC(=S)NCCc2ccccn2)c1	-7	-11	-3	-2	-7	-1	2	7	1
CCC1(C)CC2(CCCN(CCC(=O)c3ccccc3)C2)CCO1 (configuration not stated)	3	2	-1	10	13	4	0	2	-6
COc1ccc(C(=O)NNC(=O)C(=O)NC(C)c2ccccc2)cc1OC (configuration not stated)	3	8	7	6	10	7	5	15	2
Cc1cccn2c(=O)c3cc(C#N)c(=NC(=O)c4ccncc4)n(CCCOC(C)C)c3nc12	-2	5	-9	-3	6	0	-3	11	1
S=c1nc2ccccc2c2nc(-c3cccnc3)[nH]n12	1	8	-5	10	7	-26	-1	17	9
COc1ccccc1NC(=O)Cn1c2ccccc2c2nc3n(c(=O)c21)CCS3	-8	-5	-4	1	0	-10	0	-1	-8
O=C1COc2ccc(-c3n[nH]c(=O)c4ccccc34)cc2N1	-3	-2	2	3	1	-2	-1	5	2
COC(=O)c1sccc1NC(=S)N1CCN(C)CC1	1	10	6	4	5	4	-1	-8	4
Cc1cccc(NC(=O)CCc2c(C)nn(-c3ccc(N4CCCCC4)nn3)c2C)c1	6	-1	3	4	5	-6	-2	-2	4
COc1ccsc1C(=O)Nc1ccc(F)cc1F	5	-1	-2	2	2	1	2	-2	-7
COc1ccc(CCC(=O)OCC(=O)Nc2c(C)nn(-c3ccccc3)c2C)cc1	19	1	-4	4	8	0	-1	4	-4
CC(=O)N(C)C1(c2nnnn2CCOC(=O)Nc2cccc3ccccc23)CCCC1	4	4	2	5	4	4	2	28	2
Cc1ccc(C)c(CN2C(=O)C3(OCCCO3)c3ccccc32)c1	-1	2	-1	3	2	-5	-2	7	-4
COc1ccc(CCNC(=O)CN2CCC(C)CC2)cc1OC	1	3	6	-2	0	8	6	1	-5
Cc1cc(C(=O)Nc2ccc(S(=O)(=O)N3CCCC3)cc2)cs1	-4	1	-5	2	2	6	-3	2	-1
Cc1ccnc(SCC(=O)N2CCc3ccccc32)n1	1	4	-5	-1	-1	-5	-3	0	1
S=c1nc[nH]c2c1cnn2-c1ccccc1	-4	-1	-3	2	9	7	-3	-6	1
O=C(O)c1ccc2c(=O)n3c(nc2c1)/C(=C/c1cccc(Cl)c1Cl)CCCC3	11	-11	-4	2	12	-9	-5	-19	-3
Cc1ccccc1CC1(CO)CCCN(C(=O)c2ccc3ncccc3c2)C1 (configuration not stated)	9	5	0	3	5	1	0	-2	-7
CCc1nc(SCC(=O)Nc2cc(C)on2)c2c(C)c(C)sc2n1	-4	3	2	-1	12	2	2	15	-2

Three entries picked at random from those above:
SMILES	pPAFAH FP inh	PME-1 primary	LYPLA2 counter	PAFAH1B2 inh	PAFAH1B3 inh	GSTO1 inh	LYPLA1 counter	PREPL inhibitor	PAD4 inh
Cc1cc(C(=O)Nc2ccc(S(=O)(=O)N3CCCC3)cc2)cs1	-4	1	-5	2	2	6	-3	2	-1
CC(=O)N(C)C1(c2nnnn2CCOC(=O)Nc2cccc3ccccc23)CCCC1	4	4	2	5	4	4	2	28	2
Cc1ccc(C)c(CN2C(=O)C3(OCCCO3)c3ccccc32)c1	-1	2	-1	3	2	-5	-2	7	-4
